SR-BI HDL uptake = inhibitors of mouse SR-BI mediated HDL lipid uptake; inhibition, % at 12.5 µM; 320,000 compounds, 0.96% hits; Q61009; ldlA[mSR-BI] CHO cells, DiI-HDL uptake fluorescence, 3 h; AID 488896;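 active means mean replicate inhibition of at least 70% and a set share of replicates each scoring 70 or more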;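 further: 0% = median of neutral control wells and 100% = median of positive control wells; values of inactives mirror those of a sister screen read the other way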
Target sequence (Q61009 whole entry, looked up): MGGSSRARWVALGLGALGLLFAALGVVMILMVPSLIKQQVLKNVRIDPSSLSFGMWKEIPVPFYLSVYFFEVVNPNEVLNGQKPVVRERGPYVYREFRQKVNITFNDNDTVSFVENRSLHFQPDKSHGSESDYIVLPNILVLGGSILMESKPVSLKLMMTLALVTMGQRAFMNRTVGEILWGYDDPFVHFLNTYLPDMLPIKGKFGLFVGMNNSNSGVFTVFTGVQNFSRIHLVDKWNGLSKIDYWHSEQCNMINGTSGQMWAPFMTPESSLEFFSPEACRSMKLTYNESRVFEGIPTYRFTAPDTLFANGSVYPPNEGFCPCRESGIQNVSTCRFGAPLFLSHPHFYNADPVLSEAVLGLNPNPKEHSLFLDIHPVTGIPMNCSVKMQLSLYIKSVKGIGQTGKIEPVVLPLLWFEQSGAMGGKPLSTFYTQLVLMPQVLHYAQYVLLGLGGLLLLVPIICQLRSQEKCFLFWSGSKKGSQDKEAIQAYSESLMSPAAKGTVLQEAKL
CAL PDZ FP-1 = inhibitors of human CAL PDZ peptide binding. Q9HD26. purified CAL PDZ, TMR-peptide fluorescence polarization, 1 h. inhibition, % at 24.9 µM. 300,000 compounds, 0.92% hits. AID 602252;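 active means mean inhibition of at least 30% with at least half of replicates also reaching 30%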;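 further: 0% = DMSO neutral control and 100% = excess unlabeled competitor peptide PRC23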
CAL PDZ FP-2 = inhibitors of human CAL PDZ peptide binding; purified CAL PDZ, TMR-peptide fluorescence polarization, 1 h; Q9HD26; AID 504414; inhibition, % at 20 µM; 330,000 compounds, 0.02% hits;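 active means highest replicate inhibition of at least 40%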;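 further: plate controls were DMSO neutral control wells for no effect and unlabeled competitor peptide control wells for full effect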
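Test system: purified CerCALP PDZ construct; Compound dosing: one concentration, 20 µM compound; Also added: TMR-labelled reporter peptide T*-PRC34 bound in PDZ groove; Read-out: inhibition from polarization loss; Controls: unlabelled peptide and DMSO controls; Signal: FP readout, S and P plane fluorescence; Incubation: 1 h at RT.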
PfHsp90 yeast 2 = inhibits growth of yeast expressing Plasmodium falciparum Hsp90. 310,000 compounds, 0.32% hits. inhibition, % at 9.4 µM. S. cerevisiae expressing PfHsp90, BacTiter-Glo ATP, 48 h; yeast lacking PDR1 and PDR3 efflux regulators. AID 504621;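 active means every replicate shows inhibition above about 80%, whatever the replicate mean, limit read from the data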;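 further: 0% = DMSO neutral controls and 100% = 20 µM radicicol positive controls; yeast relying on Plasmodium falciparum Hsp90 in place of its own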
PvdQ acylase = P. aeruginosa PvdQ acylase inhibition | inhibition, % at 10 µM | AID 488965 | 340,000 compounds, 0.063% hits | purified PvdQ acylase, fluorescence plate reader; in the data active means inhibition above about 30%, passing the limit was not always enough;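 further: 0% = vehicle neutral wells and 100% = reference inhibitor wells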
NSD2 inh = blocks human histone methyltransferase NSD2. O96028. NSD2 peptide methylation, AlphaScreen, 120 min. inhibition, % at 12.5 µM. 310,000 compounds, 0.54% hits. AID 743445; in the data active means inhibition above about 50%
Rtt109 Vps75 = blocks Candida albicans Rtt109/Vps75 acetyltransferase activity. Q5AAJ8. purified Rtt109/Vps75, ThioGlo CoA-SH fluorescence, 4 h. 330,000 compounds, 0.16% hits. inhibition, % at 34.9 µM;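 active means inhibition of at least 50% in every replicate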
Target sequence (Q5AAJ8 whole entry, looked up): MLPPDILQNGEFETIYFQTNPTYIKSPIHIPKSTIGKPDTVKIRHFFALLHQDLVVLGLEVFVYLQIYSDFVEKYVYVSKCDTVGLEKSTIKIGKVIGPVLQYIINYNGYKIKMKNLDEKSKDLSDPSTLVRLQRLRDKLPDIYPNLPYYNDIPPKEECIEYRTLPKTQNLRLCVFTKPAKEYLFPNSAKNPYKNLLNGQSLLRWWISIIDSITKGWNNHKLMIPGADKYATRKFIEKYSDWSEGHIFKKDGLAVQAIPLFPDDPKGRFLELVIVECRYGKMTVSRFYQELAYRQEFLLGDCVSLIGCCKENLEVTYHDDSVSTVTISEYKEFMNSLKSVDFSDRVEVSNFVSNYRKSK
MITF TRPM1 HTS = activators of MITF-driven TRPM1 promoter activity in SK-MEL-5 cells. SK-MEL-5 TRPM1-promoter luciferase, 24 h; % of positive control, neutral wells = 0. activation, % at 12.5 µM. 300,000 compounds, 0.75% hits;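 active means mean activation of at least 80% with every replicate also reaching 80%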;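 further: 0% = neutral control wells and 100% = parthenolide positive control wells; values of inactives mirror those of a sister screen read the other way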
dFosB act = mouse delta FosB homodimer activation; activation, % at 25 µM; 340,000 compounds, 0.99% hits; purified delta FosB, TAMRA-CDK5 oligo fluorescence polarization; percent of positive-control signal above neutral wells; P13346;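 active means mean activation above about 17%, with every replicate also reaching it, limit read from the data, passing the limit was not always enough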;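 further: fluorescence polarization rise as delta FosB binds a TAMRA Cdk5 AP-1 oligo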
SR-BI uptake up = activators of SR-BI mediated HDL lipid uptake; 320,000 compounds, 0.096% hits; activation, % at 12.5 µM; CHO ldlA[mSR-BI] cells, DiI-HDL uptake fluorescence, 3 h; 100 = double the neutral-control signal; AID 504775;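 active means mean replicate activation of at least 60% and every replicate at or above 60%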;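 further: 0% = median plate neutral-control signal and 100% = twice that signal; values of inactives mirror those of a sister screen read the other way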
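Assay system: LDL receptor-deficient CHO ldlA cells overexpressing murine SR-BI / Medium: BSA-supplemented, HEPES-buffered Ham's F12, pH 7.4 / Probe or stimulus: DiI-labelled HDL at 10 µg/mL final / Timing: compound with DiI-HDL co-incubation, 3 h at 37 °C / Technique: bottom-read cell fluorescence after medium removal, ex 550/em 595 nm / Measure: HDL uptake via cellular fluorescence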
* hit, by the source's call.

How did COCCN1Cc2cccc(C(=O)NC(C)CCc3ccco3)c2C1=O (configuration not stated) do in these assays?
SR-BI HDL uptake: 1; CAL PDZ FP-1: -12; CAL PDZ FP-2: -1.9; PfHsp90 yeast 2: 7; PvdQ acylase: 6; NSD2 inh: -1; Rtt109 Vps75: -9; MITF TRPM1 HTS: -3; dFosB act: -7; SR-BI uptake up: -1

What do the screens show for `Nc1cc(S(=O)(=O)Nc2ccccc2Cl)ccc1N1CCCCC1`?
SR-BI HDL uptake: -18; CAL PDZ FP-1: -8; CAL PDZ FP-2: 0.8; PfHsp90 yeast 2: -50; PvdQ acylase: 4; NSD2 inh: 2; Rtt109 Vps75: 15; dFosB act: -15; SR-BI uptake up: 18

What do the screens show for `CCN1CCN(CCc2nc3cc([N+](=O)[O-])ccc3n2C)CC1`?
SR-BI HDL uptake: -2; CAL PDZ FP-1: 5; CAL PDZ FP-2: -0.9; PfHsp90 yeast 2: 11; PvdQ acylase: -11; NSD2 inh: 9; Rtt109 Vps75: -3; dFosB act: -1; SR-BI uptake up: 2

Results for O=C(COC(=O)c1cc2ccccc2o1)NCc1ccco1 ?
SR-BI HDL uptake: -27; CAL PDZ FP-1: -3; CAL PDZ FP-2: -0.1; PfHsp90 yeast 2: -3; PvdQ acylase: -7; NSD2 inh: -2; Rtt109 Vps75: -4; MITF TRPM1 HTS: -10; dFosB act: 5; SR-BI uptake up: 27

How did COc1ccc(S(=O)(=O)N2CCC(C(=O)NCCCn3ccnc3)CC2)cc1C do in these assays?
SR-BI HDL uptake: -27; CAL PDZ FP-1: 2; CAL PDZ FP-2: -3.4; PfHsp90 yeast 2: 13; PvdQ acylase: -11; NSD2 inh: 4; Rtt109 Vps75: -5; MITF TRPM1 HTS: 6; dFosB act: -3; SR-BI uptake up: 27

How did Cc1noc(C)c1COc1ccc(C(=O)NCCc2ccccn2)cc1 do in these assays?
SR-BI HDL uptake: -8; CAL PDZ FP-2: -3.1; PfHsp90 yeast 2: -6; PvdQ acylase: -4; NSD2 inh: -2; Rtt109 Vps75: -2; MITF TRPM1 HTS: 4; dFosB act: -3; SR-BI uptake up: 8

How did CNC(=S)N1N=C(c2cccs2)CC1c1ccc(OC)cc1 (configuration not stated) do in these assays?
SR-BI HDL uptake: 12; CAL PDZ FP-1: -2; CAL PDZ FP-2: -0.2; PfHsp90 yeast 2: -1; PvdQ acylase: -22; NSD2 inh: 1; Rtt109 Vps75: -1; MITF TRPM1 HTS: -9; dFosB act: -13; SR-BI uptake up: -12

What do the screens show for `CC(C)[C@H](NC(=O)N1CCn2c1nc1ccccc12)C(=O)NCc1ccco1`?
SR-BI HDL uptake: 8; CAL PDZ FP-2: 0.1; PfHsp90 yeast 2: -27; PvdQ acylase: -13; Rtt109 Vps75: -5; MITF TRPM1 HTS: 6; dFosB act: -7; SR-BI uptake up: -8

Results for COc1ccc(Cl)cc1C=CC=Nc1ccc(S(N)(=O)=O)cc1 ?
SR-BI HDL uptake: -40; CAL PDZ FP-1: 2; CAL PDZ FP-2: -0.4; PfHsp90 yeast 2: 4; PvdQ acylase: -2; NSD2 inh: -3; Rtt109 Vps75: 4; MITF TRPM1 HTS: 0; dFosB act: -17; SR-BI uptake up: 40

What do the screens show for `Cc1cc(C)n2nc(C(=O)N/N=C/c3cccc(Cl)c3)nc2n1`?
SR-BI HDL uptake: 29; CAL PDZ FP-1: 0; CAL PDZ FP-2: -2.0; PfHsp90 yeast 2: 5; PvdQ acylase: -18; NSD2 inh: -2; Rtt109 Vps75: 1; dFosB act: -5; SR-BI uptake up: -29

What do the screens show for `O=C1c2[nH]nc(-c3ccccc3O)c2C(c2ccccc2F)N1Cc1ccco1` (configuration not stated)?
SR-BI HDL uptake: -28; CAL PDZ FP-1: -2; CAL PDZ FP-2: -3.4; PfHsp90 yeast 2: -2; PvdQ acylase: -9; NSD2 inh: -1; Rtt109 Vps75: 5; MITF TRPM1 HTS: -7; dFosB act: -18; SR-BI uptake up: 28

Results for O=C(N/N=C/c1c[nH]c2ccccc12)c1ccn(Cc2ccc(Cl)cc2)n1 ?
SR-BI HDL uptake: 25; CAL PDZ FP-1: -1; CAL PDZ FP-2: -1.3; PfHsp90 yeast 2: -8; PvdQ acylase: -1; NSD2 inh: -1; Rtt109 Vps75: 5; MITF TRPM1 HTS: -18; dFosB act: 1; SR-BI uptake up: -25

What do the screens show for `O=C(c1ccc(F)cc1)N1CCCC(N2CCN(Cc3ccc4c(c3)OCO4)CC2)C1` (configuration not stated)?
SR-BI HDL uptake: 2; CAL PDZ FP-1: -3; CAL PDZ FP-2: 0.0; PfHsp90 yeast 2: -42; PvdQ acylase: 6; NSD2 inh: -1; Rtt109 Vps75: 5; MITF TRPM1 HTS: -2; dFosB act: -6

What do the screens show for `CCNC(=O)N(CC)C[C@H]1N[C@@](CC)(C(=O)OC)[C@H]2C(=O)N(Cc3ccccc3)C(=O)[C@@H]12`?
SR-BI HDL uptake: 1; CAL PDZ FP-1: 1; CAL PDZ FP-2: 0.6; PfHsp90 yeast 2: -6; PvdQ acylase: 3; Rtt109 Vps75: 4; MITF TRPM1 HTS: 0; dFosB act: 5; SR-BI uptake up: -1

How did N#C/C(=C\c1c(Oc2ccc(Cl)cc2)nc2ccccn2c1=O)C(=O)NC1CCS(=O)(=O)C1 (configuration not stated) do in these assays?
SR-BI HDL uptake: 1; CAL PDZ FP-1: -2; CAL PDZ FP-2: -2.8; PfHsp90 yeast 2: -38; PvdQ acylase: 8; NSD2 inh: 6; Rtt109 Vps75: -142; MITF TRPM1 HTS: -14; dFosB act: -2; SR-BI uptake up: -1

Results for Cc1sc2ncn(CC(=O)OCC(=O)NC(C)(C)C)c(=O)c2c1C ?
SR-BI HDL uptake: 11; CAL PDZ FP-1: 1; CAL PDZ FP-2: -1.3; PfHsp90 yeast 2: -14; PvdQ acylase: 12; NSD2 inh: -2; dFosB act: -6; SR-BI uptake up: -11

What do the screens show for `CCOc1ccccc1OCCCC(=O)NNC(=O)c1cc(C)oc1C`?
SR-BI HDL uptake: 8; CAL PDZ FP-2: -1.1; PfHsp90 yeast 2: 2; PvdQ acylase: -4; NSD2 inh: -3; Rtt109 Vps75: -5; MITF TRPM1 HTS: -6; dFosB act: -5; SR-BI uptake up: -8

How did CCOc1ccc(C2NCCc3cc(OC)c(OC)cc32)cc1OC (configuration not stated) do in these assays?
SR-BI HDL uptake: -17; CAL PDZ FP-1: -5; CAL PDZ FP-2: -1.9; PfHsp90 yeast 2: 22; PvdQ acylase: -8; NSD2 inh: 1; Rtt109 Vps75: -10; MITF TRPM1 HTS: 6; dFosB act: -5; SR-BI uptake up: 17

How did COc1cccc(/C=N/n2nnnc2N)c1OCC#N do in these assays?
SR-BI HDL uptake: 4; CAL PDZ FP-1: -1; CAL PDZ FP-2: 0.3; PfHsp90 yeast 2: -13; PvdQ acylase: -19; NSD2 inh: 1; Rtt109 Vps75: -6; MITF TRPM1 HTS: 0; dFosB act: -5; SR-BI uptake up: -4

Results for Cc1ccc(C)c(OCc2cc(C(=O)N3CCN(c4ccccc4C)CC3C)no2)c1 (configuration not stated) ?
SR-BI HDL uptake: 6; CAL PDZ FP-1: 15; CAL PDZ FP-2: 0.8; PfHsp90 yeast 2: -3; PvdQ acylase: -13; NSD2 inh: -1; Rtt109 Vps75: 2; MITF TRPM1 HTS: 13; dFosB act: -2; SR-BI uptake up: -6

How did Cc1nnc(SCC(=O)NC(C)(C)C)n1NCc1cccc(Br)c1 do in these assays?
SR-BI HDL uptake: -7; CAL PDZ FP-1: -4; CAL PDZ FP-2: -2.0; PfHsp90 yeast 2: 10; PvdQ acylase: -2; NSD2 inh: 1; Rtt109 Vps75: 2; dFosB act: 5; SR-BI uptake up: 7

Results for CCCCCc1nc2c(=O)n(C)c3ccccc3c2o1 ?
SR-BI HDL uptake: -16; CAL PDZ FP-1: -6; CAL PDZ FP-2: -2.6; PvdQ acylase: 12; NSD2 inh: -4; Rtt109 Vps75: 19; dFosB act: -21; SR-BI uptake up: 16

Results for CC(C)Oc1ccc(CNC(=O)Cn2ccc3cc(S(=O)(=O)N4CCCC4)ccc32)cc1 ?
SR-BI HDL uptake: 10; CAL PDZ FP-1: -6; CAL PDZ FP-2: -2.2; PfHsp90 yeast 2: -6; PvdQ acylase: -18; NSD2 inh: -4; Rtt109 Vps75: -17; MITF TRPM1 HTS: -1; dFosB act: 13; SR-BI uptake up: -10

How did CCCSc1nc2c(cnn2-c2ccccc2)c(=O)[nH]1 do in these assays?
SR-BI HDL uptake: -4; CAL PDZ FP-2: -1.9; PfHsp90 yeast 2: -35; PvdQ acylase: -10; Rtt109 Vps75: 9; MITF TRPM1 HTS: -5; dFosB act: -1; SR-BI uptake up: 4

What do the screens show for `Cc1cccc(C)c1OCCNC(=O)CCC(=O)c1ccccc1`?
SR-BI HDL uptake: -55; CAL PDZ FP-1: 3; CAL PDZ FP-2: -1.9; PfHsp90 yeast 2: -29; PvdQ acylase: -9; NSD2 inh: -2; Rtt109 Vps75: 5; MITF TRPM1 HTS: -11; dFosB act: -3; SR-BI uptake up: 55

What do the screens show for `CC1CCN(S(=O)(=O)c2ccc3c(c2)oc(=O)n3CC(=O)N2c3ccccc3CC2C)CC1` (configuration not stated)?
SR-BI HDL uptake: 73*; CAL PDZ FP-2: 0.0; PfHsp90 yeast 2: -9; PvdQ acylase: 2; Rtt109 Vps75: 2; MITF TRPM1 HTS: -13; dFosB act: 11; SR-BI uptake up: -73

Results for CCn1cc(C2=NC(C(C)C)CO2)c2ccccc21 (configuration not stated) ?
SR-BI HDL uptake: -2; CAL PDZ FP-1: 0; CAL PDZ FP-2: 0.6; PfHsp90 yeast 2: 13; PvdQ acylase: 7; Rtt109 Vps75: -7; MITF TRPM1 HTS: -1; dFosB act: -4; SR-BI uptake up: 2

Some of these compounds in order of SMILES length, highest first:
What do the screens show for `Cc1cc(C)n2nc(C(=O)N/N=C/c3cccc(Cl)c3)nc2n1`?
SR-BI HDL uptake: 29; CAL PDZ FP-1: 0; CAL PDZ FP-2: -2.0; PfHsp90 yeast 2: 5; PvdQ acylase: -18; NSD2 inh: -2; Rtt109 Vps75: 1; dFosB act: -5; SR-BI uptake up: -29

What do the screens show for `Nc1cc(S(=O)(=O)Nc2ccccc2Cl)ccc1N1CCCCC1`?
SR-BI HDL uptake: -18; CAL PDZ FP-1: -8; CAL PDZ FP-2: 0.8; PfHsp90 yeast 2: -50; PvdQ acylase: 4; NSD2 inh: 2; Rtt109 Vps75: 15; dFosB act: -15; SR-BI uptake up: 18

What do the screens show for `Cc1cccc(C)c1OCCNC(=O)CCC(=O)c1ccccc1`?
SR-BI HDL uptake: -55; CAL PDZ FP-1: 3; CAL PDZ FP-2: -1.9; PfHsp90 yeast 2: -29; PvdQ acylase: -9; NSD2 inh: -2; Rtt109 Vps75: 5; MITF TRPM1 HTS: -11; dFosB act: -3; SR-BI uptake up: 55

Screening results from PubChem.
